Xi reactivation – activators of X-chromosome reactivation in mouse fibroblasts; XiGFP mouse fibroblasts, % GFP-positive cells imaging, 3 d; cells co-treated with 5-aza-dC sensitizer; scaled so ellipticine positive control = 100%; activation, % at 7.58 µM; actives 0.055% (n = 360,000);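 active = mean normalized replicate activation at least 10% and every replicate at or above 10%; inconclusive = only one of the two criteria met; inactive = mean below 10% and not all replicates reach 10%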;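 also: 0% = median of on-plate neutral control wells and 100% = ellipticine 6 µM median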
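Schedule: 3 d treatment, 15 min room-temperature fixation; system: 68-5-11 XiGFP fibroblast line; buffer or medium: DMEM plus 5-aza-dC sensitizer; control set: ellipticine 6 µM positive control; compound: one concentration, pinned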
INS-1E GSIS act – primary screen for activators of insulin secretion dependent on glucose, INS-1E cells, GLuc reporter luminescence | activation, % at 16.6 µM | actives 0.61% (n = 370,000) | AID 743287 | INS-1E GLuc reporter insulin secretion, 2-3 h;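 active = lowest replicate activation of at least 40%, so every replicate reaches that level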;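 also: 0% = median of neutral control wells and 100% = median of IBMX positive control wells; some compounds called inactive have numbers as strong as hits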
RAD54 branch – RAD54 (human) branch migration inhibition; Q92698; AID 602329; RAD54 Holliday junction branch migration, FAM/BHQ fluorescence; actives 0.14% (n = 360,000); inhibition, % at 10.4 µM;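 active = mean normalized replicate activity at least 40 and at least half of replicates scoring 40 or more; inconclusive = only one of the two criteria met; inactive = mean below 40 and under half of replicates reaching 40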;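 also: 0% = median of neutral control wells and 100% = median of positive control wells; inhibitors cause a drop in the FAM fluorescence signal; in these data hits start at about 50%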
Target sequence (Q92698 whole entry, looked up): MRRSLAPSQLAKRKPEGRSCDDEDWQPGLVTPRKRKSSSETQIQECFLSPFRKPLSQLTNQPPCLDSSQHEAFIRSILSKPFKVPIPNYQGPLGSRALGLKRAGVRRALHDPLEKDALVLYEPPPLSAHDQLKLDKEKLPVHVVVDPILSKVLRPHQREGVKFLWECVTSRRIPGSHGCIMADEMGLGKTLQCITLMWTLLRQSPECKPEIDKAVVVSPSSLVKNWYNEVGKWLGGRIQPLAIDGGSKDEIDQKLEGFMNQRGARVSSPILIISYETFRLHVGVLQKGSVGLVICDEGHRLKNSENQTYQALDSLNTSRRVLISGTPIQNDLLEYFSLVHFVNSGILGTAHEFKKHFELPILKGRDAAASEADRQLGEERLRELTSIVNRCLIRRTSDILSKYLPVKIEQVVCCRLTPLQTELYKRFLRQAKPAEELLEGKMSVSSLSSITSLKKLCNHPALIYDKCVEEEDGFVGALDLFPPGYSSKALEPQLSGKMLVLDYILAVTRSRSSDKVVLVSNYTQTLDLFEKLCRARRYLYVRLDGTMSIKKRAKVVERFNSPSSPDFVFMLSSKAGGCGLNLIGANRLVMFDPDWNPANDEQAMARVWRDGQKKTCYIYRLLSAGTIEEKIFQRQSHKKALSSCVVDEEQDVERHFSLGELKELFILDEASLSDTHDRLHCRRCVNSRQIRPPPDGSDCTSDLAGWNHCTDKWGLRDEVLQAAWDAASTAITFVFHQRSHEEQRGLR
esBAF inh – inhibitors of esBAF chromatin remodeling in mouse ES cells | actives 2% (n = 350,000) | Bmi1-luciferase knock-in reporter, 24 h; 100% = twice the neutral-well signal | AID 602393 | reporter increase, % at 12.5 µM; in the data active = activation above about 40%; inconclusive = no clear call, values can overlap the other calls;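 also: 0% = median of the plate's neutral control wells and 100% = double that signal; a rise in the Bmi1 reporter signal indicates esBAF inhibition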
ARNT-TACC3 inh – ARNT/TACC3 interaction disruption; AlphaScreen His-ARNT PAS-B/GST-TACC3 binding, luminescence; TACC3 fragment carries E629A point mutation; inhibition, % at 9.99 µM; Q9Y6A5; actives 0.66% (n = 390,000);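 active = mean inhibition of replicates at least 50% and at least half of replicates each reaching 50%; inconclusive = half or more replicates reach 50% but mean below 50%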;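 also: 0% = complete ARNT plus TACC3 wells and 100% = ARNT alone without TACC3; many hits fall short of the cut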
RAD52 anneal inh – blocks human RAD52 DNA annealing | P43351 | inhibition, % at 18.7 µM | recombinant RAD52 DNA annealing, FRET fluorescence | actives 0.46% (n = 360,000);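 active = every replicate showing at least 50% inhibition; inconclusive = mean inhibition at least 50% but not in every replicate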
ERAP1 inh – blocks human ERAP1 aminopeptidase activity | recombinant ERAP1, Leu-AMC fluorescence, 60 min | inhibition, % at 10.7 µM | actives 0.15% (n = 340,000) | AID 652197;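 active = mean replicate inhibition of at least 30%, or all replicates individually reaching that 30% level; inactive = mean below 30% and not every replicate reaching it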;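 also: 0% = neutral control wells and 100% = L-leucinethiol positive control wells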
CFTR F508del cor – correctors of CFTR F508del function in bronchial epithelial cells. activity (quench increase), % at 7.58 µM. CFBE cells, YFP halide quenching; stimulated with forskolin plus potentiator P3; % fluorescence drop versus neutral controls. actives 0.36% (n = 350,000);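 active = mean added fluorescence quench of at least 8% versus neutral control, with both replicates also reaching 8%; inconclusive = only one of the mean or replicate conditions met; inactive = mean below 8% and not both replicates reaching 8%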;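 also: cells transiently co-express mutant CFTR-F508del with the halide-sensitive YFP; corrector assay measuring rescue of mutant channel to the surface after 24 h compound exposure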
* hit, by the source's call; ? = inconclusive; . = no result given. Not a hit list. About 3.3% of those tested had a hit in this group.

SMILES	Xi reactivation	INS-1E GSIS act	RAD54 branch	esBAF inh	ARNT-TACC3 inh	RAD52 anneal inh	ERAP1 inh	CFTR F508del cor
COc1ccc(CN2[C@@H](CO)[C@@H]3c4ccccc4N(C(=O)CC(F)(F)F)C[C@@H]32)cc1	0.1	-11	6	-1	-12	-23	-3	-1.4
O=C(O)[C@@H]1Cc2c([nH]c3ccccc23)C2CCC(=O)N21 (stereo partly specified)	0.0	5	-5	-6	-2	-36	-1	-0.8
CS(=O)(=O)NNC(=O)Cn1nnc(-c2ccc(OCc3ccccc3Cl)cc2)n1	0.0	-3	0	24	0	-8	.	1.2
Cc1c(Cl)cccc1N1C(=O)CC(Sc2ccccc2N)C1=O (stereo unspecified)	0.1	-10	2	3	.	1	3	-1.0
CC1C/C(=N\NC(N)=S)c2cc(Cl)ccc2S1 (stereo unspecified)	0.0	5	-2	.	4	-37	3	2.5
CC1(C)CC(=O)C=C(c2ccc(-c3ccc4[nH]ccc4c3)cc2)C1=O	0.3	-14	-4	14	.	2	0	-2.4
COc1cccc(C(=O)Nc2ccc3c(c2)C(=O)N(C)C[C@@H](OC)[C@H](C)CN[C@@H](C)CO3)c1	-0.1	10	-2	9	-1	-6	-2	-0.3
S=C(SCc1cc(Cl)cc2c1OCOC2)N1CCSCC1	0.1	2	.	.	.	-19	1	1.2
CCCN1C[C@H](C)[C@@H](OC)CN(C)C(=O)c2cc(NC(=O)c3cnccn3)ccc2OC[C@@H]1C	0.2	8	-5	-6	-4	-4	-1	-0.2
COc1ccc2c3c(n(C)c2c1)[C@@H](CO)NCC31CCN(Cc2ccc(-c3ccccn3)cc2)CC1	0.3	4	.	.	.	83*	3	-0.5
COc1ccc([N+](=O)[O-])cc1NS(=O)(=O)Cc1ccccc1	0.2	-2	-9	12	-10	-4	0	1.7
COCCNC(=O)c1ccccc1N(Cc1ccccc1)S(=O)(=O)c1ccccc1	0.1	-1	-1	-5	.	-8	-1	0.2
COc1ccc(CN2CCn3nc(C(=O)NC4CC4)cc3C2=O)cc1	0.2	30	.	.	0	2	.	-2.5
Cc1c(C(=O)OC(C)C)sc(N)c1C(=O)OC(C)C	-0.1	.	.	.	2	-15	0	-1.6
CCOC(=O)C1(C)CCCCN1C(=O)c1cccs1 (stereo unspecified)	0.0	13	2	5	.	-2	0	0.9
O=S1(=O)NC2c3ccccc3CC2O1 (stereo unspecified)	0.0	-7	-4	7	9	14	0	-3.5
O=C(c1ccc(F)cc1)N1CC(=O)N2[C@H](C1)[C@H](c1ccc(C#CC3CC3)cc1)[C@@H]2CO	0.0	-4	.	.	.	-9	1	6.1
O=C(C[C@@H]1C[C@H]2c3cc(NS(=O)(=O)c4ccccc4)ccc3O[C@H]2[C@H](CO)O1)NCC(F)(F)F	0.0	-5	-1	4	-15	-6	-1	0.0
Cc1cccnc1NC(=O)CSc1nnc(CNC(=O)c2cccc([N+](=O)[O-])c2)n1C	-0.1	25	-12	1	-4	-15	-1	0.4
COCCN(C(=O)COC(=O)c1ccc(Cl)nc1)c1c(N)n(Cc2ccccc2)c(=O)[nH]c1=O	0.0	0	.	0	-5	-14	4	2.4
O=C1Nc2ccccc2C12NCCc1c2[nH]c2ccccc12 (stereo unspecified)	.	-13	0	-10	0	-12	-1	-1.6
CSc1nc2nc(-c3ccc(F)cc3)c(CCN3CCN(C)CC3)cn2n1	-0.1	0	.	.	0	1	-4	0.3
CC(C)NC(=O)N(C)C[C@@H]1Oc2c(NC(=O)c3ccncc3)cccc2C(=O)N([C@@H](C)CO)C[C@@H]1C	-0.2	14	0	-1	-10	-5	0	-1.7
O=C(O)Cc1ccc(OCc2ccc(Cl)nc2)cc1	0.0	2	.	0	-4	-17	-1	1.3
COc1cccc(N(C(=O)CNC(=O)c2ccco2)C(C(=O)NC2CCCC2)c2ccco2)c1 (stereo unspecified)	-0.1	4	-1	-1	-5	-8	2	-2.5

The final 2 records of the part above open the next one.
SMILES	Xi reactivation	INS-1E GSIS act	RAD54 branch	esBAF inh	ARNT-TACC3 inh	RAD52 anneal inh	ERAP1 inh	CFTR F508del cor
O=C(O)Cc1ccc(OCc2ccc(Cl)nc2)cc1	0.0	2	.	0	-4	-17	-1	1.3
COc1cccc(N(C(=O)CNC(=O)c2ccco2)C(C(=O)NC2CCCC2)c2ccco2)c1 (stereo unspecified)	-0.1	4	-1	-1	-5	-8	2	-2.5
COc1ccc(CCN2CCCC(CN(C)C(=O)c3ccoc3)C2)cc1 (stereo unspecified)	0.2	2	3	62*	2	-5	-1	-2.1
CCSc1nc2ccccc2n1S(=O)(=O)c1ccccc1	0.2	6	-15	-4	-8	-13	3	1.4
COc1ccc(OCCN(C)C(=O)c2cccc(S(=O)(=O)N(C)c3ccccc3)c2)cc1	0.0	-40	-2	6	-31	2	-4	-2.0
Cc1ccc(CNC(=O)[C@H]2C[C@@H]2[C@H](NP(=O)(c2ccccc2)c2ccccc2)c2ccccc2)o1	-0.5	-25	4	-1	-14	-21	-2	1.4
Cc1cccc(-n2ncc3c(=O)[nH]c(SCC(=O)NCCC4=CCCCC4)nc32)c1	0.0	-2	9	-2	.	-7	0	0.3
CCOC(=O)c1nc(NNC(=O)c2ccc([N+](=O)[O-])cc2)sc1C	-0.1	.	3	-32	-5	-17	-1	.
C=CCOC(=O)c1ccc(N2CCN(c3ccccc3)CC2)nc1	-0.1	9	-8	26	-1	9	0	1.4
CCc1cc2c(cc3c(=O)n(CC(=O)NCCCN4CCCCCC4)nc(CC)n32)s1	0.2	26	9	-6	4	-17	6	0.5
Cc1ccc(S(=O)(=O)N(C)CC(=O)OCC(=O)NCCN2C(=O)CSC2=O)cc1	0.2	6	-1	-1	-5	-16	1	-4.4
CCc1nc2ccc(C(=O)Nc3ccc(NC(C)=O)cc3)cn2c1N(C)C(=O)Cc1ccccc1	0.1	6	-2	-6	.	-3	1	-1.0
CC/C(=N\NC(=O)c1c(C)nc2ccccn12)c1ccccc1	0.1	19	9	9	3	2	1	2.0
COC(=O)c1cc(NC(=O)c2cc(-c3ccc(C(F)(F)F)cc3)oc2C(F)(F)F)ccc1N1CCOCC1	0.0	.	2	-16	1	-5	1	-1.8
CCC(CC)NC(=O)Nc1ccc(C)cc1	-0.1	.	-37	0	-2	-1	0	1.5
Cc1ccc[n+](CC(=O)N2CCCc3ccccc32)c1	0.4	-4	-5	-14	-18	-12	0	2.5
C[C@@H]1CCCCO[C@@H](CN(C)Cc2ccc(Cl)c(Cl)c2)[C@H](C)CN([C@@H](C)CO)C(=O)c2cc(NC(=O)c3ccccc3)ccc2O1	0.5	-17	-4	7	13	-2	0	-9.1
Cc1nc(Br)c(Br)c(C)c1Br	0.0	2	-11	2	-14	-9	-2	0.8
O=C(Cc1cccnc1)N1CC(=O)N2[C@H](C1)[C@@H](c1ccc(/C=C/c3ccccc3)cc1)[C@@H]2CO	0.0	-16	.	.	.	20	0	2.2
CCCCCc1ccc(-c2cn(CCc3c[nH]c4ccccc34)nn2)cc1	0.0	0	-4	9	5	-8	-7	2.1
CCOC(=O)c1cc(S(=O)(=O)NCc2ccc3c(c2)OCO3)cn1C	0.0	16	-15	-4	0	-4	3	-1.7
CCCn1c(=O)c(C#N)cn(C2CC2)c1=O	0.3	4	.	.	-2	-12	-4	-0.1
COc1ccc(NC(=O)N(C)C[C@@H]2Oc3ccc(NC(=O)Cc4cn(C)c5ccccc45)cc3CC(=O)N([C@H](C)CO)C[C@H]2C)cc1	0.1	11	-3	2	-19	5	0	-0.3
CN(C)S(=O)(=O)c1ccc(C(=O)NCc2nnc(SCC(=O)NCc3ccco3)o2)cc1	0.5	14	-2	1	-2	-9	1	-3.3
COc1ccccc1NC(=S)NC1CCC(CC2CCC(NC(=S)Nc3ccccc3OC)CC2)CC1 (stereo unspecified)	0.0	2	.	.	-2	-9	5	.
O=C(c1c(F)cccc1F)N(Cc1ccccc1)Cc1ccccc1	0.0	12	-16	-5	-32	-9	-4	0.9
O=[N+]([O-])c1ccc2[nH]c3c(c2c1)CCCC3	0.1	-28	7	2	.	-4	3	.
SMILES	Xi reactivation	INS-1E GSIS act	RAD54 branch	esBAF inh	ARNT-TACC3 inh	RAD52 anneal inh	ERAP1 inh	CFTR F508del cor
CN(C)CC(=O)N1[C@H](CO)[C@H](c2ccc(C#CC3CCCCC3)cc2)[C@@H]1C#N	0.0	-19	.	.	.	47	2	1.9
COc1cc(C2NC(=S)NC(C)=C2C(=O)Nc2ccc(C)cc2)ccc1O (stereo unspecified)	0.0	-16	.	?	-3	-13	-5	-2.5
CC(C)NC(=O)Nc1cccc2c1O[C@H](CN(C)Cc1ccc3c(c1)OCO3)[C@@H](C)CN([C@H](C)CO)C2=O	0.0	-6	.	.	.	-2	1	-0.2
O=C(c1cccc(NS(=O)(=O)c2ccc(Br)cc2)c1)N1CCCCC1	0.1	-3	.	.	-1	5	1	0.7
O=C(Cc1ccc(F)cc1)NCCc1cnc[nH]1	0.2	-1	1	-7	-3	-8	0	-1.6
COc1cc(/C=N\NC(=O)c2nonc2N)c(OC)cc1Br	0.1	-11	-12	1	.	-14	2	2.1
Cc1ccc(CS/C(Nc2ccccc2C)=C(\C#N)C(N)=O)c(C)c1	0.0	8	.	.	-1	6	-6	3.9
CCC(C)(C)NC(=O)CN(Cc1ccc2c(c1)OCO2)C(=O)CCC(=O)Nc1nccs1	0.0	10	.	4	7	-10	13	5.5
NNC(=S)Nc1ccc(S(=O)(=O)N2CCCCC2)cc1	0.3	-13	.	.	22	-11	4	0.9
O=S(=O)(N[C@@H]1CC[C@@H](CCn2cc(-c3cccc(F)c3)nn2)O[C@@H]1CO)c1ccc(Cl)cc1	0.4	-8	5	-5	-24	-12	-4	2.3
COc1ccccc1CNCC(=O)Nc1cc(S(=O)(=O)N2CCCCC2)ccc1C	0.1	-42	6	-9	-3	-10	1	0.7
C[C@H]1CCCCO[C@H](CN(C)C(=O)Cc2ccccc2)[C@@H](C)CN([C@@H](C)CO)C(=O)c2cc(N(C)C)ccc2O1	-1.2	-5	.	11	.	.	.	11*

Whole records from above. Values in the order: Xi reactivation, INS-1E GSIS act, RAD54 branch, esBAF inh, ARNT-TACC3 inh, RAD52 anneal inh, ERAP1 inh, CFTR F508del cor
C[C@H]1CCCCO[C@H](CN(C)C(=O)Cc2ccccc2)[C@@H](C)CN([C@@H](C)CO)C(=O)c2cc(N(C)C)ccc2O1 across the screens: -1.2, -5, ., 11, ., ., ., 11*
CCC(C)(C)NC(=O)CN(Cc1ccc2c(c1)OCO2)C(=O)CCC(=O)Nc1nccs1 across the screens: 0.0, 10, ., 4, 7, -10, 13, 5.5
O=C(c1cccc(NS(=O)(=O)c2ccc(Br)cc2)c1)N1CCCCC1 across the screens: 0.1, -3, ., ., -1, 5, 1, 0.7
O=S(=O)(N[C@@H]1CC[C@@H](CCn2cc(-c3cccc(F)c3)nn2)O[C@@H]1CO)c1ccc(Cl)cc1 across the screens: 0.4, -8, 5, -5, -24, -12, -4, 2.3
CC(C)NC(=O)Nc1cccc2c1O[C@H](CN(C)Cc1ccc3c(c1)OCO3)[C@@H](C)CN([C@H](C)CO)C2=O across the screens: 0.0, -6, ., ., ., -2, 1, -0.2

High-throughput results: PubChem, Broad Institute
